# IMPase cell inh: membrane-permeable compound that blocks inositol monophosphatase | P97697 | CHO-M1 cells, IP1 accumulation, HTRF TR-FRET ratio | inhibition (IP1 accumulation), % at 46.1 µM | 120,000 tested, under 10 active; active means well fitted curve in the direction sought with a large enough effect in the signal ratio, not every such curve was filed as active; inconclusive means small, poorly fitted or top-dose-only effect, or a change in a side signal; inactive means no such curve, though single readings can be large or run the other way; the % refers to the signal ratio;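 further: cells stimulated with carbachol in lithium chloride buffer; plate controls were DMSO basal wells for no effect and reference inhibitor wells for full effect; higher means more IMPase inhibition seen as more IP1 and lower FRET ratio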
# Target sequence (P97697 whole entry, looked up): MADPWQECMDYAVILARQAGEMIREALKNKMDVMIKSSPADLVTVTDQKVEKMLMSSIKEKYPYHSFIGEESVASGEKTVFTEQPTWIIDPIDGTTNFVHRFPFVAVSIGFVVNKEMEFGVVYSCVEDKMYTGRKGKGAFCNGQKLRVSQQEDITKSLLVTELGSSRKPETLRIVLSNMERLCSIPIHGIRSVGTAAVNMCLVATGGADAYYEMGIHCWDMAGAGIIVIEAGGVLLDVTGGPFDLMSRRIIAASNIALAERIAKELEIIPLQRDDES
#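 In this qHTS, compounds (final up to 46 uM) act on CHO-M1 cells that are then activated through the M1 receptor with carbachol, in pH 7.4 buffer containing 50 mM LiCl, for 30 min. IP1 accumulation is quantified by the IP-One immunoassay.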
# PNC assembly inh: blocks assembly of the perinucleolar compartment. PC3M PTB-GFP, PNC prevalence imaging, 16 h; stronger effect = lower value. activity change (PNC), negative = inhibition, % at 10 µM. 140,000 tested, 3.1% active;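 active means readout at or below -70, meaning at least 70% loss of cells showing the perinucleolar compartment, a nuclear body marking cancer cells; inconclusive means readout between -30 and a set limit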;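 further: plate controls were DMSO wells for no effect and camptothecin positive control wells for full effect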
#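 PC3M cells stably expressing PTB-GFP, 750–1000 cells/well, treated 16 h at 37 °C with compound (23 nl of library stock), in duplicate. After paraformaldehyde fixation and Hoechst stain, imaged at 20x; PNC prevalence scored by image analysis.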
# ALOX15B inhib: blocks human 15-lipoxygenase 2 activity; O15296; 110,000 tested, 0.56% active; purified 15hLO-2, xylenol orange hydroperoxide absorbance; Potency, µM (titrated, usually from 57.1 µM), for inactives: top-dose activity change, negative = inhibition, hits mostly inhibitors; further: potency means the concentration at half of the fitted maximal effect; nearly all actives have a fitted effect of over 60% in size; many of its hits are not listed in these tables
#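 Enzyme 50 nM, AA 45 uM, 25 mM Hepes pH 7.5 + 0.01% Triton X-100; cpd preinc 15 min RT, rxn 90 min RT; stop/detect with 200 uM XO + 300 uM Fe(II) in 50 mM H2SO4, 30 min; A573/A405.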
# 12-hLO inh: 12-hLO (ALOX12) enzyme inhibition; P18054; purified 12-hLO, xylenol orange hydroperoxide absorbance; Potency, µM (top dose mostly 57.1 µM), for the others: at the top dose activity change, negative = inhibition, most hits filed as inhibitors; 150,000 tested, 0.12% active; further: potency means the concentration at half of the fitted maximal effect; nearly all actives have a fitted effect of over 55% in size; many of its hits are not listed in these tables
# Target sequence (P18054 whole entry, looked up): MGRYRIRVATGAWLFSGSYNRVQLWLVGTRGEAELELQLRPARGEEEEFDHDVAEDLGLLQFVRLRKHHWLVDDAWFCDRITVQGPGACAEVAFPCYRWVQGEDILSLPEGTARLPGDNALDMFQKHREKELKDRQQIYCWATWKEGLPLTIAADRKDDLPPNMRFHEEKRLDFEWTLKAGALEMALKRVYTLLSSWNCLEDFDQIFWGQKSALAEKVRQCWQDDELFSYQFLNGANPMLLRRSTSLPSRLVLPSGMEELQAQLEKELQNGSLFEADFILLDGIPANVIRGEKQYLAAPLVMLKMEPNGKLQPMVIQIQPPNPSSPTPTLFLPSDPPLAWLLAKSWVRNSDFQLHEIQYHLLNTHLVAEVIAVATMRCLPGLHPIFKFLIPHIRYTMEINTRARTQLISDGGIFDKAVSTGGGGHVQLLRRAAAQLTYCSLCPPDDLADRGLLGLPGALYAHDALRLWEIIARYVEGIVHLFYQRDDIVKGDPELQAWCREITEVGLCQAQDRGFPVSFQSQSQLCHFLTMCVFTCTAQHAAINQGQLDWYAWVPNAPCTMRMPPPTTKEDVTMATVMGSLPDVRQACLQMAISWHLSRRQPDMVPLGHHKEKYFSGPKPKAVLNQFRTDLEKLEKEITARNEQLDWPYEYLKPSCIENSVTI
#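 Xylenol orange chromogenic assay: hydroperoxide from 12hLO oxidises Fe(II), giving red-shifted Fe(III)-XO absorbance. Conditions: 150 nM enzyme, 40 uM arachidonic acid, 25 mM Hepes pH 7.0, 0.01% Triton X-100, 30 min, room temperature.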
# Active calls of the source: *; ? = inconclusive; · = not tested or not shown; [ ] = remark or other dose. Unless noted, the call rests on the fitted dose curve; in most records, active means well fitted curve in the direction sought with a large enough effect; inconclusive means small, poorly fitted or top-dose-only effect, or another doubt; inactive means no such curve, though single readings can be large; an effect the other way counts as inactive or inconclusive. Unless noted, on the % scale 0 is the no-effect control and ±100 the full control effect. Not all compounds are listed (hit frequency here may not be typical).
SMILES,IMPase cell inh,PNC assembly inh,ALOX15B inhib,12-hLO inh
COc1ccc(CCC(=O)Nc2ccccc2C(F)(F)F)cc1,·,-22,·,-2%
Cc1ccccc1NS(=O)(=O)c1cccc(-c2nnc(-c3ccccc3)o2)c1,5,-5,-11%,-11%
CCN(CC)S(=O)(=O)c1ccc(NC(=O)CN(c2ccc(OC)cc2OC)S(C)(=O)=O)cc1,6,13,5%[2.29 µM],-3%
O=C(CN1C(=O)c2ccccc2S1(=O)=O)Nc1ccc(S(=O)(=O)N2CCCCCC2)cc1,12,6,-4%,2%
O=C(Oc1ccc2c(-c3ccccc3)cc(=O)oc2c1)C1CCCCC1,-3,74,1%,2%
CCc1c(C(=O)c2ccc(Cl)cc2)oc2c(C)c3oc(=O)cc(C)c3cc12,2,34,2%,2%
CCC(C)N1CC(C(=O)O)CC1=O (stereo not drawn),-2,11,0%,5%
COc1ccccc1N1CCN(C(CNS(=O)(=O)c2cc(F)ccc2F)c2cccnc2)CC1 (stereo not drawn),·,3,·,-2%
COc1ccc(Cn2nnnc2C(c2ccc(C)cc2)N2CCN(C3CCCC3)CC2)cc1 (stereo not drawn),9,-1,35%[activator],1%
CCCCN(C)Cc1c(C)[nH]c2ccc(OCC)cc2c1=O,3,9,-2%,2%
C=CCSc1nnc2c(n1)OC(c1ccco1)Nc1ccccc1-2 (stereo not drawn),·,-22,·,-5%
Cc1cc(=O)[nH]c(N=N/C(=N/Nc2ccc(O)cc2)c2ccccc2)n1,28,-4,-16%,?
COc1ccccc1N1CCN(Cc2nnnn2CCc2ccccc2)CC1,4,-5,1%,-1%
O=c1c2ccccc2nc(N/N=C/c2ccccc2)n1O,2,-9,6%,-9%
Cc1cc(=O)oc2c(O)c(O)ccc12,·,·,?,-13%
O=c1[nH][nH]c(=O)c2cc([N+](=O)[O-])ccc12,·,·,-3%,0%
Cc1oc2c(CN(C)C)c(O)ccc2c(=O)c1-c1ccc2ccccc2n1,0,52,15%,2%
OCCN1CCN(Cc2cccc(Oc3ccc(Cl)cc3)c2)CC1,2,27,36%[activator],12%
Cc1ccc(N2C(=O)NC3(CCCCC3)C2=O)cc1,-9,-10,-3%,-3%
O=C(c1ccccc1)c1cc(F)c(N2CCOCC2)cc1Cl,3,-26,-10%,-6%
CCN(CC(=O)NCCc1ccc(S(N)(=O)=O)cc1)Cc1nc2ccccc2c(=O)[nH]1,-3,-21,-9%,0%
CCC(C)NS(=O)(=O)c1ccc(OCC(=O)Nc2ccc(F)cc2F)cc1 (stereo not drawn),8,-26,·,-4%
Nc1nonc1-c1noc(CCCOc2ccc(Cl)cc2Cl)n1,7,0,2%,-10%
Cc1cc(N)n(-c2ccccc2)n1,-7,-19,-3%,5%
COc1cc(OC)c(C2CC(=O)N3CN(c4ccccc4)CSC3=C2C#N)cc1OC (stereo not drawn),-4,12,10µM*,-22%
# (next part)
SMILES,IMPase cell inh,PNC assembly inh,ALOX15B inhib,12-hLO inh
CC(C)CC(C(=O)NCc1ccccn1)N1C(=O)c2ccccc2C1=O (stereo not drawn),12,16,-5%,1%
COc1ccccc1-c1nc(SCc2ccccn2)n[nH]1,3,5,-3%,-5%
COc1ccc(/C=N/N=C2/NC(=O)C(CC(=O)O)S2)cc1OCc1ccc(Cl)cc1 (stereo not drawn),-8,19,·,1%
CS(=O)(=O)NCCOc1ccc(S(=O)(=O)N2CCCc3ccccc32)cc1,0,34,-2%,1%
Cc1ccc(-n2c(C)nnc2SCC(=O)Nc2ccccc2)cc1,?,-14,·,-8%
COc1cccc(C(C(=O)NC2CCCC2)N(Cc2ccco2)C(=O)c2ccco2)c1OC (stereo not drawn),0,-24,·,-5%
COc1ccccc1N1CCN(S(=O)(=O)c2cccs2)CC1,4,?,-1%,7%
Cc1ccc(Cl)cc1NC(=O)CC1NCCNC1=O (stereo not drawn),?,49,·,2%
CN1c2cccc3cccc(c23)N(C)C1(C)C,15,40,16µM*,-21%
Cc1ccc(-c2[nH]nc3c2C(c2ccsc2)C(C#N)=C(N)O3)cc1 (stereo not drawn),5,2,14%,-10%
COc1ccc(C(=O)Oc2ccc(=O)n(-c3ccccc3)n2)cc1,-1,?,-7%,0%
Cc1nn(-c2ccccc2)c(Cl)c1C(=O)NCCCCNC(=O)c1c(C)nn(-c2ccccc2)c1Cl,4,-23,-6%,-3%
O=C(Nc1nnc(C2=COCCO2)o1)c1ccc(Cl)cc1,·,25,·,?
COCCNC(=O)c1onc(CSc2ccc(C)c(C)c2)c1C(=O)O,-1,?,-1%,0%
COCCn1c(N)c(C(=O)NCC2CCCO2)c2nc3ccccc3nc21 (stereo not drawn),-26,-25,-26%,-12%
N#CC(C#N)=c1ccc2c(c1)N1C3=C(CCCC3)CC3CCCCC31N=2 (stereo not drawn),10,4,-14%,6%
Cc1ccc(-c2nnn(CC(=O)N(CCO)C(C(=O)NC(C)(C)C)c3ccncc3)n2)cc1 (stereo not drawn),-8,-16,-5%,-2%
Cc1ccc(CNC(=O)C2CCN(S(=O)(=O)c3c(C)noc3C)CC2)cc1,11,-17,0%,-3%
CCOC(=O)c1c(N/N=C/c2ccncc2)n[nH]c1C,·,28,·,1%
COCC(=O)N1CCC2(CC1)CN(c1ccccn1)C2,·,·,-6%,-2%
O=C(N/N=C/c1cc([N+](=O)[O-])ccc1N1CCNCC1)c1ccc([N+](=O)[O-])cc1,-3,43,-3%,1%
CC(=O)Nc1cccc(NC(=O)COc2nncc3ccccc23)c1,·,43,·,-2%
S=C(c1cn(CCOc2ccccc2)c2ccccc12)N1CCCC1,-3,-6,?,-27%
N#CCSc1nnc2ccc3ccccc3n12,-13,?,4%,8%
O=C(NC12CC3CC(CC(C3)C1)C2)c1ccc(-c2ccc(Br)cc2)o1,·,-29,·,0%

# Ordered by heavy-atom count (high to low): part of the list above.
SMILES,IMPase cell inh,PNC assembly inh,ALOX15B inhib,12-hLO inh
COc1cccc(C(C(=O)NC2CCCC2)N(Cc2ccco2)C(=O)c2ccco2)c1OC (stereo not drawn),0,-24,·,-5%
COCCNC(=O)c1onc(CSc2ccc(C)c(C)c2)c1C(=O)O,-1,?,-1%,0%
O=C(Nc1nnc(C2=COCCO2)o1)c1ccc(Cl)cc1,·,25,·,?

# Additional entries
SMILES,IMPase cell inh,PNC assembly inh,ALOX15B inhib,12-hLO inh
COc1ccc(Cl)cc1C(=O)Nc1ccccc1N1CCN(C(=O)C(C)C)CC1,8,41,-5%,-10%
c1ccc(-c2n[nH]c(-c3ccccn3)n2)cc1,0,?,5%,-5%
COc1ccc(CNC(=O)OCCN2CCN(S(=O)(=O)c3ccc(C)cc3)CCC2=O)cc1,·,21,·,-3%
COc1ccc(/C=N/S(=O)(=O)CCc2ccccc2)c(OC)c1,2,-28,·,28%
Cc1nc(C)c(C(=O)NNS(=O)(=O)c2ccc([N+](=O)[O-])cc2)s1,·,37,·,-1%
CC(C)(C)c1ccc(C(=O)Nc2ccc(NC(=O)c3ccco3)cc2)cc1,9,80,-6%,0%
O=C(Nc1ccc2c(c1)nc1n2CCCCC1)c1cc(S(=O)(=O)N2CCOCC2)ccc1Cl,7,?,14%,0%
CC1(C(=O)NC2CCCC2)CCC(=O)N1Cc1ccc2c(c1)OCO2 (stereo not drawn),4,16,15%,-5%
CC1=C(C(=O)OCc2ccc3c(c2)OCO3)C(c2ccc(Cl)cc2)NC(=O)N1 (stereo not drawn),11,-16,-6%,-10%
O=C(Cn1c(=O)oc2ccccc21)N1CCN(c2ccc(N3CCOCC3)nn2)CC1,0,51,2%,-4%
Brc1ccccc1OCCOCCOc1cccc2cccnc12,3,6,-1%,1%
Cc1[nH]n(-c2ccc(Cl)cc2)c(=O)c1C=NC12CN3CN(CN(C3)C1)C2,·,-15,·,5%
COc1ccc(NC(=S)Nc2ccc3nsnc3c2)cc1,·,14,·,-3%
Cc1ccn(C(CC(=O)c2ccc(Br)cc2)C(=O)O)n1 (stereo not drawn),0,-21,-5%,-2%
Cc1ccc(Oc2ncnc3sccc23)cc1,·,42,·,0%
Cc1cccc(OCCC(=O)OCC(=O)N2CCc3ccccc32)c1,-4,96,9%,-1%
COc1ccc(-c2cc3nc(C4CCN(C(=O)OC(C)(C)C)CC4)c(C(=O)O)cn3n2)cc1,0,-9,-2%,-3%
O=C(C(NS(=O)(=O)c1cccc2nsnc12)c1ccccc1)N1CCN(c2ccccc2)CC1 (stereo not drawn),13,12,3%,-2%
Cc1cc2cc(CN(Cc3cccs3)C(=S)NCC3CCCO3)c(=O)[nH]c2cc1C (stereo not drawn),·,10,·,3%
COc1ccc(S(=O)(=O)N(CC(=O)NCCCN(C)C)c2ccc(C)cc2)cc1OC,5,-20,5%,-3%
Cc1cc(NC(=O)CSc2cn(C)c3ccccc23)no1,4,14,-19%,-5%
CC(C)c1ccc2c(c1)C(=O)NC(C)(C)C2,4,?,8%,4%
c1ccc(CNc2ncnc3c2cnn3-c2ccccc2)cc1,4,22,-2%,-3%
Nc1nc(CSc2nc3ccccc3s2)nc(N2CCCCC2)n1,-5,6,1%,-3%
C=C(C)COc1ccc2c(C)c(C)c(=O)oc2c1OCC(=C)C,5,24,0%,1%
# Going on with the list.
SMILES,IMPase cell inh,PNC assembly inh,ALOX15B inhib,12-hLO inh
O=C(NC1c2ccccc2-c2ccccc21)N1CCCCC1,-2,-26,-1%,-3%
CCC(=O)Nc1nc(C)c(-c2csc(Nc3ccc(S(=O)(=O)Nc4cc(C)on4)cc3)n2)s1,2,?,-5%,3%
COC(=O)c1ccc(N(CC(=O)NC2CCCC2)C(=O)CNC(=O)c2ccco2)cc1,-6,-2,-3%,2%
N=c1c2c(n(Cc3ccc(Cl)cc3)c3c1CCC3)CCC2,0,?,30%[activator],10%
CCN(CC)C(=O)Oc1cc(=O)n(C)c2ccccc12,·,-3,·,0%
CCCS(=O)(=O)N1CCC(C(=O)NCCCOC(C)C)CC1,0,-2,5%,-2%
CCOc1cccc(Nc2cc3n(c(=O)n2)CCc2cc(OC)c(OC)cc2-3)c1,-5,102,7%,-2%
COc1ccc(CNC(=O)C(c2ccco2)N(C(=O)CNS(=O)(=O)c2ccccc2)c2ccccc2C)cc1 (stereo not drawn),·,?,·,-5%
CC(Nc1nc(N2CCCC2)nc2ccccc12)c1ccccc1 (stereo not drawn),2,26,28%,-2%
Cc1sc2ncnc(N(C)Cc3cccs3)c2c1C,7,53,0%,-4%
O=c1c2ccccc2nc(-c2ccco2)n1CCCn1ccnc1,1,-7,-12%,-2%
CC(C)(C)n1nnnc1CN1CCN(C(c2ccccc2)c2ccccc2)CC1,10,?,·,1%
COc1cc(S(=O)(=O)NCc2cccnc2)ccc1F,-4,-24,-15%,4%
O=C(CCn1c(=O)oc2ccccc21)Nc1ccon1,-6,4,·,2%
CCOc1cc(/C=C/c2cc(C(=O)O)c3ccccc3n2)ccc1OC,·,?,·,-19%
CC(C(=O)N1CCN(C2c3ccccc3-c3ccccc32)CC1)N1C(=O)c2ccccc2C1=O (stereo not drawn),4,4,·,-6%
CCOC(=O)N1CCC(Nc2c(Nc3cccc(CC)c3)c(=O)c2=O)CC1,11,-1,?,-19%
O=C1Oc2ccccc2C(=O)/C1=C\N1C(=O)N/C(=C\c2ccccc2O)C1=O,·,·,-17%[11.4 µM],-3%[11.4 µM]
CCC(=O)NC(=S)NNC(=O)c1ccc([N+](=O)[O-])cc1,-9,61,16%,7%
Cc1cc(C)cc(NC(=O)CN(C)S(=O)(=O)c2cccc3nsnc23)c1,-4,16,-2%,-3%

# Screens deposited in PubChem by National Center for Advancing Translational Sciences (NCATS).
